Screening results: PubChem, National Center for Advancing Translational Sciences (NCATS)
Eya2 inh: qHTS Assay for Inhibitors of the Phosphatase Activity of Eya2; recombinant Eya2, OMFP fluorescence dephosphorylation (OMFP is methylfluorescein phosphate); Potency, µM (top dose mostly 76.9 µM), without a hit: at the highest dose activity, negative = inhibition, most hits filed as inhibitors; 330,000 compounds, 0.006% hits; AID 488837, 2010; also: potency is read from the fitted curve at half-maximal effect; % is scaled to controls: 0 for no effect and ±100 for the full control effect
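Eya2 (0.2 uM) preincubated 10 min at ambient with compound, then OMFP substrate added at 50 uM; 10 min reaction in 50 mM HEPES pH 7.5, 50 mM NaCl, 5 uM MgCl2, 0.05% BSA, 1 mM DTT. Fluorescence read at Ex 485/Em 525 nm.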
a7 integrin act: qHTS for Activators of Integrin-Mediated Alleviation for Muscular Dystrophy | alpha7betagal myoblasts, beta-gal FDG fluorescence, 48 h | Potency, µM (titrated, usually from 38.3 µM), without a hit: at the top dose activation, most hits filed as activators | 350,000 compounds, 0.064% hits | AID 624291, 2012;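 also: potency is read from the fitted curve at half-maximal effect; 100% = response of the positive control SU9516; nearly all actives have a fitted effect of over 60% in size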
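Alpha7betagal+/- myoblasts (passage 13) were plated 16-24 hr, then exposed to compounds (1:260 dilution of DMSO stock) for 48 hours at 37C. After MPER lysis, β-galactosidase reporter activity was read as FDG fluorescence (ex 480/em 540) after 30 minutes.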
ASM inhibitor: Inhibitors of Secretory Acid Sphingomyelinase (S-ASM): qHTS | placental ASM, HMU-PC fluorogenic substrate, 60 min | Potency, µM (top dose mostly 57.5 µM), without a hit: at the highest dose activity change, negative = inhibition, actives largely listed as inhibitors | 340,000 compounds, 0.006% hits | AID 504937, 2011; also: potency is read from the fitted curve at half-maximal effect
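Steps: dispense placental human ASM, pin compound, wait 10 min at room temperature, add HMU-PC0 substrate at 9 uM final, incubate 60 min at 37 °C, add stop solution raising pH to 10, read fluorescence.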
A-T KAP1 phos: qHTS Assay for Identifying a Potential Treatment of Ataxia-Telangiectasia; […] A-T fibroblasts, KAP-1 phosphorylation AlphaLISA; neocarzinostatin DNA damage 30 min before lysis; Potency, µM (series often up to 57.5 µM), for the others: at the top dose activation, usual class: activators; 320,000 compounds, 0.19% hits; AID 485349, 2010; also: potency is read from the fitted curve at half-maximal effect; % of control where 0% means no effect; nearly all actives have a fitted effect of over 45% in size
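hTERT-immortalized A-T patient fibroblasts ([…]), 500 cells/well in OPTI-MEM, 1% FBS, got compounds for 60 min, then NCS for 30 min at 37C. Lysates were then assayed for phospho-KAP-1 by AlphaLISA (anti-pKAP1 donor, anti-KAP1 acceptor beads), 6 hr at 25C.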
Chronic BCR inh: qHTS Assay to Find Inhibitors of Chronic Active B-Cell Receptor Signaling; ABC-DLBCL IkBa-CBG/CBR reporter, luminescence ratio, 4 h; Potency, µM (titrated, usually from 46.1 µM), inactives show top-dose ratio change, negative = lower green/red ratio, hits mostly inhibitors; 340,000 compounds, 0.05% hits; active = well fitted inhibition curve with a large enough effect in the signal ratio, with a control signal flat, not every such curve was filed as active; inconclusive = small, poorly fitted or top-dose-only effect, or effect the other way, or a change in a side signal; the % refers to the signal ratio;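 also: potency is read from the fitted curve at half-maximal effect; plate controls were basal doxycycline-induced cells for no effect and cells given 10 µM MG132 for full effect; MG132 reads +100%, hits lower the ratio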
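TMD8 ABC-DLBCL cells carrying doxycycline-inducible green luciferase fused to IkappaBalpha plus unfused red luciferase were exposed to compounds (up to 46 uM) for 4 hrs at 37C. Activity came from the overlap-corrected green/red luminescence ratio.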
Tb PFK block: qHTS Assay to Find Inhibitors of T. brucei phosphofructokinase | T. brucei PFK, ADP-Glo luminescence | Potency, µM (doses to about 57.5 µM), for inactives: at the highest dose activity, negative = inhibition, usual class: inhibitors | 330,000 compounds, 0.17% hits;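 also: potency is read from the fitted curve at half-maximal effect; 0% = uninhibited 1x PFK enzyme wells and -100% = no-enzyme wells; nearly all actives have a fitted effect of over 60% in size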
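1.25 nM PFK with 0.5 mM F6P and 0.1 mM ATP in 0.1 M TEA pH 8.0, 5 mM MgCl2, incubated 45 min at room temperature; ADP measured by ADP-Glo luminescence; compounds titrated up to 57 uM.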
ELG1 repair inh: qHTS screen for small molecules that inhibit ELG1-dependent DNA repair in human embryonic kidney (HEK293T) cells expressing luciferase-tagged ELG1; HEK293T ELG1-luciferase reporter, luminescence, 16 h; DNA damage induced by 5-fluorouridine; AID 504467, 2011; Potency, µM (series often up to 46.1 µM), inactives show at the highest dose activity change, negative = inhibition, actives largely listed as inhibitors; 330,000 compounds, 2.3% hits; also: potency is read from the fitted curve at half-maximal effect; % is scaled to controls: 0 for no effect and ±100 for the full control effect; nearly all actives have a fitted effect of over 55% in size
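Luminescence from the luciferase reporter, measured 30 min after ONE-Glo reagent at room temperature, was the read-out. Beforehand, 2,000 cells per well were exposed for 16 hr at 37 °C to 5-fluorouridine together with compound or vehicle.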
TCR act: Activators of T cell receptors: qHTS campaign; AID 504894, 2011; primary human leukocytes, anti-CD3, IL-2 HTRF, 48 h; 330,000 tested, under 10 active; Potency, µM (series often up to 9.22 µM), for inactives: top-dose activation of IL-2 secretion, actives largely listed as activators; also: % of control where 0% means no effect
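HTRF read-out of IL-2 secretion: europium cryptate donor excited at 320nm, d2 acceptor emission at 665nm. Cells were primary human leukocytes incubated 48 hr with compounds and a-CD3 beads, supplying TCR signal only.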
TSG101-PTAP inh: qHTS Assay for Iinhibitors of HIV-1 Budding by Blocking the Interaction of PTAP/TSG101; Fluorescence polarization, FITC-PTAP peptide / Tsg101 binding; Potency, µM (doses to about 115 µM), without a hit: top-dose activity change, negative = inhibition, usual class: inhibitors; 340,000 tested, under 10 active; AID 493005, 2010; active = well fitted inhibition curve with a large enough effect in the main read-out, with a control signal flat, not every such curve was filed as active; inconclusive = small, poorly fitted or top-dose-only effect, or effect the other way, or a change in a side signal; inactive = no such curve, though single readings can be large or run the other way; also: potency is read from the fitted curve at half-maximal effect; % of control where 0% means no effect
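Fluorescence anisotropy tracks displacement of a FITC-tagged PTAP peptide (50 nM) from the Tsg101 binding domain (10 uM), following a 20 min room-temperature incubation at pH 7.5.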
Mito fusion act: qHTS Assay for Small Molecule Inhibitors of Mitochondrial Division or Activators of Mitochondrial Fusion | S. cerevisiae fusion-defective mutant growth rescue, CellTiterGlo 48 h | Potency, µM (top dose mostly 46.1 µM), for the others: at the top dose growth rescue (activation), usual class: activators | 320,000 compounds, 0.23% hits;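 also: potency is read from the fitted curve at half-maximal effect; % of control where 0% means no effect; nearly all actives have a fitted effect of over 45% in size; temperature-sensitive fusion mutants such as fzo1-1 at 37 °C on non-fermentable ethanol glycerol medium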
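Compounds are tested for their ability to restore growth of mitochondrial fusion-defective yeast strains at non-permissive 37C in YPEG medium over 48 hours. Viability is quantified by luciferase luminescence.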
TSHR antag: Antagonists of the Thyroid Stimulating Hormone Receptor: HTS campaign. TSHR-expressing cells, TSH-stimulated cAMP HTRF, 2 h; stronger effect = lower value. 330,000 compounds, 0.2% hits. Thyrotropin receptor (Homo sapiens), P16473. AID 504810, 2011. activity change, negative = inhibition, % at 11.5 µM;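 active = activity change below a set negative limit, meaning inhibition stronger than a set level, cut at about -70% in these data; inconclusive = activity change between two set negative limits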; also: % is scaled to controls: 0 for no effect and ±100 for the full control effect
Target sequence (P16473 whole entry, looked up): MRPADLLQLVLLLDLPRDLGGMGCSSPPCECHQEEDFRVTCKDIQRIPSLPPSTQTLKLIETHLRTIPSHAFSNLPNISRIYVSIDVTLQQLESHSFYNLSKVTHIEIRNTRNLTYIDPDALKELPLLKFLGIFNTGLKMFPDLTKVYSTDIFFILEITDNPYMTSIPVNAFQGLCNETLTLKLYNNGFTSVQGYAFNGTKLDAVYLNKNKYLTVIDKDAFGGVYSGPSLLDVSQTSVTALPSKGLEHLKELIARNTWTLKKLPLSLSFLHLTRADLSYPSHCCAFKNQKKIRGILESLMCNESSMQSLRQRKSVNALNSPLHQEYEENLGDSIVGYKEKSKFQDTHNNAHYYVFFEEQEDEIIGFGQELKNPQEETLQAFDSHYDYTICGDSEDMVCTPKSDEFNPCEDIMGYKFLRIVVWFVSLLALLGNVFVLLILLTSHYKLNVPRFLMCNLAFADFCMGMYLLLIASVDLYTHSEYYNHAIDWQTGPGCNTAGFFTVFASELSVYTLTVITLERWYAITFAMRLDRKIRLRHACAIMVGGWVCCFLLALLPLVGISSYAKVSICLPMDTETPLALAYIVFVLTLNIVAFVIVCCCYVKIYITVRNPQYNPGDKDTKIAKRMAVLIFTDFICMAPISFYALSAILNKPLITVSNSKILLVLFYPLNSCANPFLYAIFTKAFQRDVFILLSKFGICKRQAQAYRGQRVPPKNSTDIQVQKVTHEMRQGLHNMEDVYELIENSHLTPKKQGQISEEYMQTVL
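Cell-based HTRF cAMP assay; TSHR cells + compound, TSH EC80 (4nM final), 2 h, 37 deg C. Lysis with anti-cAMP cryptate and cAMP-d2, 30 min RT, read 665/620 nm.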
* marks the source's active call; other numbers are inactive results; ? = inconclusive; . = not tested or not shown; & = joins results of further samples; [ ] = another dose, or the depositor's remark. Unless noted, calls follow the shape of the dose curve; as a rule, active = well fitted curve in the direction sought with a large enough effect; inconclusive = small, poorly fitted or top-dose-only effect, or another doubt; inactive = no such curve, though single readings can be large; an effect the other way counts as inactive or inconclusive.

Each structure is followed by: TSG101-PTAP inh	Mito fusion act	TSHR antag	A-T KAP1 phos	ASM inhibitor	Tb PFK block	Chronic BCR inh	ELG1 repair inh	Eya2 inh	TCR act	a7 integrin act
CS(=O)(=O)c1ccc2nc(NC(=O)C3CCCCC3)sc2c1
    -6%	3%	0	1%	?	3%	3%	3.7µM*	23%[15.4 µM]	3%	-8%
O=C(CSC1=NCCS1)Nc1ccnc2ccccc12
    -4%	0%	-35	0%	2%	-13%	?	?	12%	-6%	-53%[inhibitor]
O=C(CN1C(=O)C2C3CCC(C3)C2C1=O)OCC(=O)c1cccc([N+](=O)[O-])c1 (stereo not drawn)
    -2%	-4%	16	-6%	3%	-2%	0%	20%	0%	-2%	-20%
CC(C)c1ccc2[nH]c(O)c(N=NC(=S)NCCc3ccccc3)c2c1
    -4%	-7%	39	-5%	?	20%	?	?	5%	3%[46.1 µM]	-48%[inhibitor]
C/C(=N\Nc1ccccc1Cl)c1ccc(-n2ccnc2)cc1
    0%	-17%	-2	7%	-5%	4%	-7%	-5%	4%	.	1%
O=C(COc1ccccc1[N+](=O)[O-])N/N=C/c1cccc(OC(=O)c2ccc3c(c2)OCO3)c1
    -1%	2%	-6	2%	-12%	18%	?	?	-2%	6%[46.1 µM]	-4%
COc1ccc(F)cc1-c1nc(N)nc(N)n1
    .	-4%	-7	3%	3%	-3%	-1%	?	12%	1%	-12%
CCOC(=O)Cn1c(S(=O)(=O)Cc2ccccc2)nc2ccccc21
    -9%	0%	-6	13%	8%	2%	7%	?	2%	1%[46.1 µM]	5%
COc1cc(C(=O)NCC(=O)NNC(=O)CN(C)S(=O)(=O)c2ccc(Cl)cc2)cc(OC)c1OC
    -3%	.	.	27%	-1%	0%	-6%	14%	-19%	4%	-7%
O=C(CNC(=O)C12CC3CC(CC(C3)C1)C2)N/N=C\c1ccccn1
    -8%	2%	-6	4%	3%	0%	1%	1%	-5%	2%	2%
CCCc1cc(=O)[nH]c(SCC(=O)Nc2cc(S(=O)(=O)N(CC)c3ccccc3)ccc2Cl)n1
    0%	.	.	2%	-5%	7%	1%	-12%	7%	-2%	23%
COc1ccc(S(=O)(=O)N2CCN(CC(=O)N3c4ccccc4CC3C)CC2)cc1OC (stereo not drawn)
    0%	-2%	-2	1%	-3%	-2%	0%	2%	-10%	0%	17%
COc1ccc(C(C)NC(=O)C2CCCC2)cc1 (stereo not drawn)
    -6%	0%	-9	6%	1%	-3%	-5%	-6%	11%	-6%	27%
OCCN1CCN(CC(O)COCC2COc3ccccc3O2)CC1 (stereo not drawn)
    -6%	2%	5	8%	2%	-2%	-5%	1%	15%	-5%	26%
Cc1ccc(C2CC(c3ccccc3)=NN2c2ccccc2)o1 (stereo not drawn)
    1%	2%	16	20µM*	.	-6%	?	?	4%	-2%[46.1 µM]	-4%
Nc1ncnc2c1ncn2C1CCCC1
    0%	-10%&-9%	-8&-2	12%	-6%	-9%	4%	3%	6%&13%	-1%	.
Cc1cc2nc(-c3cccc(NC(=O)c4ccc(Br)o4)c3C)oc2cc1C
    -5%	-2%	-34	-17%	-3%	1%	?	?	25%	-1%	-6%
COc1ccc(NS(=O)(=O)c2cccc(C(=O)NCC(c3ccco3)N(C)C)c2)cc1 (stereo not drawn)
    0%	10%	-3	0%	3%	0%	8%	8%	-3%	4%	-18%
COc1ccc(NC2CC(=O)N(C)C2=O)cc1 (stereo not drawn)
    2%	-3%	27	.	3%	-3%	3%	11%	7%	1%	6%
COc1ccc(N2CCN(Cc3nc4c(c(=O)[nH]c(=O)n4C)n3CCCc3ccccc3)CC2)cc1
    .	1%	-9	-4%	-23%	1%	-6%	8.9µM*	-12%	.	7%
COc1ccc(NC(=O)C2CCN(c3cc(-c4ccccc4)nc4ncnn34)CC2)cc1OC
    -12%	-5%	-7	1%	-10%	-2%	-3%	?	-4%	9%	-40%[7.66 µM]
CCCn1c(=O)c2[nH]cnc2n(-c2ccc(Cl)cc2)c1=O
    0%	-2%	-3	2%	-2%	1%	?	8%	1%	-2%	3%
COc1ccc(CN2CCN(C(=O)c3ccc(S(=O)(=O)NCc4ccco4)cc3)CC2)cc1F
    -1%	3%	-28	3%	-1%	11%	-20%	-11%	4%	2%	-8%
COc1cc(-c2nc(CCNC(=O)c3ccco3)cs2)cc(OC)c1OC
    -3%	4%	1	3%	4%	-4%	?	?	-7%	-2%	14%
O=C(O)c1cc(-c2ccncc2)nc2ccc(S(=O)(=O)N3CCOCC3)cc12
    -1%	1%	-4	-10%	3%	-1%	0%	14%	-9%	4%	19%
CN(C)CCCN1C(=O)C(=O)/C(=C(/O)c2ccncc2)C1c1cccc(Br)c1 (stereo not drawn)
    -7%	3%	0	-10%	5%	-4%	?	19%	-3%	-1%	6%
Cc1c(C(=O)c2ccccc2)c2ccccn2c1CCC#N
    -8%	6%	4	0%	-9%	-7%	?	-1%	-7%	-2%	0%
C=CCc1ccc(OCCCOc2ccc(C(=O)O)cc2)c(OC)c1
    2%	1%	1	0%	-1%	-5%	-27%	?	19%	1%	-24%
O=C(Nc1ccccc1N1CCOCC1)c1cccc(Oc2ccccc2)c1
    -3%	23%	-8	13%	-2%	2%	12%	-10%	5%	2%	0%
CSc1cccc(NC(=O)c2ccco2)c1
    0%	7%	17	7%	2%	0%	-6%	?	4%	-4%	3%
N#Cc1ccccc1NC(=S)NC(=O)C1CCC1
    -3%	-2%	1	2%	0%	3%	-1%	2%	-10%	-3%	-4%
COc1ccc(NC(=O)N(CCN2CCCC2)Cc2cc3cc(OC)c(OC)cc3[nH]c2=O)cc1
    -3%	2%	-1	5%	5%	4%	?	0%	6%	1%	1%
O=C(COc1ccc(S(=O)(=O)NCc2ccccc2)cc1Cl)NCC1CCCO1 (stereo not drawn)
    -3%	-1%	18	-2%	-1%	-4%	?	?	5%	-6%	3%

Sorted by SMILES length (ascending): some entries from above.
Each structure is followed by: TSG101-PTAP inh	Mito fusion act	TSHR antag	A-T KAP1 phos	ASM inhibitor	Tb PFK block	Chronic BCR inh	ELG1 repair inh	Eya2 inh	TCR act	a7 integrin act
COc1ccc(C(C)NC(=O)C2CCCC2)cc1 (stereo not drawn)
    -6%	0%	-9	6%	1%	-3%	-5%	-6%	11%	-6%	27%
O=C(Nc1ccccc1N1CCOCC1)c1cccc(Oc2ccccc2)c1
    -3%	23%	-8	13%	-2%	2%	12%	-10%	5%	2%	0%
COc1ccc(NC(=O)C2CCN(c3cc(-c4ccccc4)nc4ncnn34)CC2)cc1OC
    -12%	-5%	-7	1%	-10%	-2%	-3%	?	-4%	9%	-40%[7.66 µM]
COc1cc(C(=O)NCC(=O)NNC(=O)CN(C)S(=O)(=O)c2ccc(Cl)cc2)cc(OC)c1OC
    -3%	.	.	27%	-1%	0%	-6%	14%	-19%	4%	-7%
